Screening data from PubChem.
CHO parental Ca: counter-screen for OX1R antagonists: effect in parental CHO cells; inhibition, % at 5.6 µM; AID 463079; actives 0.63% (n = 330,000); parental CHO-K1, ATP-induced calcium, Fluo-8 fluorescence;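 active = inhibition above that plate's mean sample inhibition plus 3 SD, cut at about 26% in these data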;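 also: 0% = ATP-challenged DMSO wells and 100% = DMSO wells without ATP; some compounds past the cut are filed as inactive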
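Assay system – parental CHO cells · Reagent – ATP stimulus · Detection – intracellular calcium via Fluo-8 no-wash fluorescent dye · Evaluation – percent inhibition of ATP-evoked calcium rise, normalized to controls · Controls – ATP wells versus no-ATP DMSO wells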
CHRM1 agonist: agonists of human M1 muscarinic receptor; P11229; CHO-K1 hM1, Fluo-8 calcium fluorescence, agonist mode; 0% DMSO, 100% acetylcholine EC100; activation, % at 3 µM; actives 0.33% (n = 360,000); AID 588814;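 active = activation above the run's mean compound activation plus 3 SD, cut at about 16% in these data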;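 also: peak over basal fluorescence ratio within a 140 s kinetic read after compound addition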
OXTR potentiator: potentiates the human oxytocin receptor response; P30559; CHO-OTR cells, Fluo-8 calcium fluorescence, potentiator mode; 0% = oxytocin EC15, 100% = EC100; activation, % at 3 µM; actives 0.061% (n = 320,000);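 active = activation above that plate's cutoff, the mean activation of tested compounds plus 3 SD, cut at about 6.6% in these data, passing the limit was not always enough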;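 also: 100% uses oxytocin at 75 nM as the full agonist control; some results filed as inactive read as strong as hits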
Target sequence (P30559 whole entry, looked up): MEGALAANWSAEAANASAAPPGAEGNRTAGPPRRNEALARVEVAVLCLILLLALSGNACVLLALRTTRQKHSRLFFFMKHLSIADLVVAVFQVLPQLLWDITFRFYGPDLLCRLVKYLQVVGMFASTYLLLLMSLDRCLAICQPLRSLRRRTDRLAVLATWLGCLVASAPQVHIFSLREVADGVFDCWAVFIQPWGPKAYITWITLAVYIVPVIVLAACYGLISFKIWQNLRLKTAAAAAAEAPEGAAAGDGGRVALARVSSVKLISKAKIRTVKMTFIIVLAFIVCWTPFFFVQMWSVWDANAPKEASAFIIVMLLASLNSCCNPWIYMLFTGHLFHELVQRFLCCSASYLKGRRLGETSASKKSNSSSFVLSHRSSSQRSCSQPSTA
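Replication – single well per compound, singlicate · Assay system – CHO cell line stably expressing human OTR · Timing – 6 min pre-incubation, 100 s read · Measure – normalized max/min fluorescence ratio, % activation · Doses – 3.0 µM, one dose · Detection – Fluo-8 calcium dye fluorescence · Probe or stimulus – oxytocin near EC15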
M4 antag: CHRM4 antagonism in calcium assay; AID 624125; inhibition, % at 3 µM; CHO-hM4 cells, ACh EC80, Fluo-8 calcium fluorescence; actives 0.73% (n = 360,000);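 active = inhibition above its plate's cutoff, the mean inhibition of sample wells plus 3 SD, cut at about 27% in these data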;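 also: 0% = acetylcholine EC80 with DMSO and 100% = DMSO without agonist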
Target sequence (P08173 whole entry, looked up): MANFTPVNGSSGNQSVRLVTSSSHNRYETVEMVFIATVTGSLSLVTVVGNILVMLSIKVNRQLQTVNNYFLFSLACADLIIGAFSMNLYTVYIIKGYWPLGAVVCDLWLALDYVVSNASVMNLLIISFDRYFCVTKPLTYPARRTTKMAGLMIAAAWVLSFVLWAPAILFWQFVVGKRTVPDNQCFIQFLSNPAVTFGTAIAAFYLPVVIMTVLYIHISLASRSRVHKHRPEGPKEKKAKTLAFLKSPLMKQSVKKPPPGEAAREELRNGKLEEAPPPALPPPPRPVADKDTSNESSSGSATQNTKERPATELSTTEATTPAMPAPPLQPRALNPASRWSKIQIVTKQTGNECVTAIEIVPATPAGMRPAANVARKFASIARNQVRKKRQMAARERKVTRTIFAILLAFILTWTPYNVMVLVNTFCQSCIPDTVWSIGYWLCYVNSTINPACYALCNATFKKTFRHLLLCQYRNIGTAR
CHRM4 agonist: agonists of human muscarinic M4 receptor (CHRM4) | CHO-K1 hM4/Gqi5, Fluo-8 calcium fluorescence; vehicle 0%, full acetylcholine response 100% | actives 0.14% (n = 360,000) | AID 624127 | P08173 | activation, % at 3 µM;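 active = activation above the run mean over all test wells plus 3 SD, cut at about 32% in these data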;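 also: peak over basal fluorescence ratio per well then scaled between controls; 0% = DMSO wells and 100% = acetylcholine at EC100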
CHRM1 PAM: potentiates human M1 receptor response to acetylcholine; P11229; CHO-K1 hM1, Fluo-8 calcium fluorescence, ACh EC20; 0% = ACh EC20, 100% = maximal ACh; activation, % at 3 µM; actives 0.088% (n = 360,000); in the data active = activation above about 19%, passing the limit was not always enough
CHO-K1 Ca antag: M1 antagonist counterscreen hit in parental CHO-K1 cells; ATP-induced calcium, Fluo-8 fluorescence; inhibition, % at 3 µM; actives 0.6% (n = 360,000);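 active = inhibition above a per-plate cutoff, the plate's mean sample inhibition plus 3 SD, cut at about 24% in these data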;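 also: 0% = DMSO plus EC80 ATP and 100% = DMSO alone without ATP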
M1 antag: antagonists of human M1 muscarinic receptor; AID 588852; P11229; CHO-K1 hM1, Fluo-8 calcium fluorescence, ACh EC80 antagonist; inhibition, % at 3 µM; actives 1.3% (n = 360,000);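 active = percent inhibition above its own plate's cutoff, namely the mean of that plate's compound wells plus 3 SD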;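 also: peak over basal fluorescence ratio during 140 s after agonist addition; 0% = ACh EC80 plus DMSO and 100% = DMSO alone without agonist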
M1 ag parental: nonselective activator or artifact in parental CHO-K1 cells; Fluo-8 calcium fluorescence; scaled to maximal ATP response, vehicle zero; activation, % at 3 µM; actives 0.48% (n = 360,000); AID 602248; in the data active = activation above about 15%;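 also: untransfected CHO-K1 host cells lacking M1 receptor as counterscreen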
An asterisk follows results filed as active; . = not tested or not shown.

Compound | CHO parental Ca | CHRM1 agonist | OXTR potentiator | M4 antag | CHRM4 agonist | CHRM1 PAM | CHO-K1 Ca antag | M1 antag | M1 ag parental
COc1ccc(Nc2nc(N3CCCCC3)nc(N3CCCCC3)n2)c(OC)c1 | 3 | -3 | -5 | 2 | 2 | 2 | 3 | -2 | 0.3
O=C(NCC1CC1)NC(=O)c1ccccc1F | . | 0 | . | 7 | 2 | -2 | 4 | -8 | 2.1
CCn1cc(C(=O)N[C@@H](C)C(=O)OC)c(=O)c2cc3c(cc21)OCO3 | 1 | -2 | -8 | -6 | 1 | 2 | 2 | -2 | -0.1
COc1ccc(C(=O)OC(C)C(=O)NC2CCCc3ccccc32)cc1OC (stereo not given) | -25 | -2 | 7 | 0 | 1 | 8 | -15 | -9 | 0.9
CC(C)Cn1c(-c2ccccc2F)n[nH]c1=S | -2 | -3 | -18 | 8 | 1 | 7 | -13 | -10 | 0.2
O=C(O)CC1=C(Nc2ccccc2)C(=O)N(c2ccccc2)C1c1ccc(Cl)cc1 (stereo not given) | -19 | -4 | -7 | -10 | 1 | -1 | -6 | -9 | 0.4
CO/C(N)=C(\C#N)N=Cc1ccccc1Cl | -4 | -8 | -1 | 2 | 0 | 4 | 1 | 1 | -0.2
O=C(NCc1ccc(F)cc1)c1cc2c(s1)CCCC2 | -13 | -3 | -12 | -2 | -1 | 2 | -2 | 0 | 0.3
NC(=O)C(c1ccccc1)C1CCCCC1 (stereo not given) | -1 | -3 | -8 | -1 | 2 | 1 | 6 | -3 | 0.5
COc1cc([N+](=O)[O-])ccc1NC(=O)CSc1nnc(C)c(C)n1 | -8 | -4 | -4 | -3 | 16 | -8 | 0 | 9 | 7.2
CCOC(=O)C(=Cc1ccc(-n2cncn2)cc1)C(=O)OCC | -4 | -5 | 9 | -4 | 1 | 3 | -4 | -8 | 0.3
Cc1cccnc1NC(=O)Nc1ccc(Cl)cc1 | 1 | 4 | -9 | 0 | 1 | -4 | -4 | 8 | 0.3
Cc1ccccc1CN(c1ccc(C(=O)NCC2CCCO2)cc1)S(C)(=O)=O (stereo not given) | 0 | -4 | 9 | 11 | 2 | 5 | -17 | -6 | 0.6
O=C(O)CN1C(=O)S/C(=C\c2cccnc2)C1=O | 6 | -4 | 0 | 8 | 1 | 5 | -10 | -12 | 0.6
O=C(COC(=O)C1=NN(c2ccccc2)C(=O)CC1)Nc1nc(-c2ccc(F)cc2)cs1 | -8 | -2 | -9 | -8 | 11 | -8 | -5 | -6 | 1.1
COC(=O)CSc1nc(N)c2c3c(sc2n1)CCCC3 | -6 | -4 | -5 | -3 | 2 | 8 | 2 | -7 | 0.2
O=C(CCc1nnc(-c2ccsc2)o1)N1CCc2c(Cl)cccc2C1 | -13 | -9 | -4 | 7 | 1 | 0 | -7 | 2 | 0.4
COc1ccc(OC)c(S(=O)(=O)Nc2cccc(F)c2)c1 | -12 | -6 | -5 | 2 | 2 | 10 | -10 | -6 | 1.0
COC(=O)C(Cc1ccc(OC(=O)c2ccccc2C)cc1)N1Cc2ccccc2C1=O (stereo not given) | 29 | -2 | -18 | -12 | 7 | -4 | 2 | 4 | 6.2
Cc1cnc(N=Nc2ccccc2)[nH]1 | . | -2 | . | -9 | 1 | 4 | -11 | -4 | 0.4
CC1(C)CC[C@]2(C(=O)O)CC[C@]3(C)C(=CCC4[C@]56CC[C@@](O)(OC5)C(C)(C)C6CC[C@]43C)C2C1 (stereo not given in full) | . | 3 | . | -17 | 2 | 6 | -3 | -11 | 0.2
CC(O)C(NS(=O)(=O)c1ccc2ccccc2c1)C(=O)OCC(=O)Nc1ccccc1OC(F)F (stereo not given) | . | -3 | . | 10 | 7 | 6 | -1 | 1 | 1.6
COc1ccc(NC(=O)c2ccc3c(c2)C(=O)N(CC2CCCO2)C3=O)cc1 (stereo not given) | 4 | -2 | -6 | -6 | 6 | -3 | -12 | 5 | 5.7
S=C(NCc1ccc2c(c1)OCO2)Nc1ccc(-c2nc3ccccc3[nH]2)cc1 | 8 | -3 | -17 | 8 | 6 | 3 | -7 | -5 | 4.1
COc1ccc(/C=C/C(=O)Nc2sc3c(c2C(=O)NCc2cccnc2)CCCC3)cc1 | -7 | -4 | -7 | 14 | 2 | 0 | 5 | -1 | 0.7
Cc1ccc(CNC(=O)CN2CCN(Cc3ccc(C)cc3)C2=O)cc1 | -4 | 0 | -15 | -12 | 1 | 4 | -9 | -35 | -0.1
COC(=O)c1cc(NC(=O)CSc2nnc(CN3CCOCC3)n2C)ccc1Cl | -17 | -2 | -13 | -5 | 2 | 1 | -19 | -22 | 1.3
Cc1ccccc1-c1ccc(C=Nc2c(C)n(C)n(-c3ccccc3)c2=O)o1 | -13 | 1 | -5 | 2 | 1 | 6 | -19 | -5 | 0.6
COc1ccc(C(=O)NN2C(=O)C3C(c4ccccc4)C=CC(c4ccccc4)C3C2=O)cc1 (stereo not given) | -7 | -8 | -10 | 0 | 15 | -25 | -2 | 27* | 1.7
COc1cc(C(=O)Nc2ccc3c(c2)CCN3C(C)=O)cc(OC)c1OC | -13 | -6 | 6 | -2 | -2 | 10 | -14 | -11 | 0.7
CCCC1CCC(=NNC(=O)CNc2ccc(OC)cc2)CC1 (stereo not given) | 8 | -3 | -9 | 2 | 0 | 4 | 0 | -3 | 0.3
O=c1[nH]c2ccccc2c(O)c1-[n+]1ccccc1 | -10 | -2 | -9 | 5 | 1 | 17 | 6 | -14 | 0.5
O=C(COC(=O)CC1CC2CCC1C2)Nc1ccccc1Cl (stereo not given) | -21 | -5 | 0 | 3 | 0 | 8 | -22 | -8 | -0.8
COc1nn(CC(=O)N2N=C(C(F)F)CC2(O)C(F)F)cc1[N+](=O)[O-] (stereo not given) | -8 | -7 | 0 | 1 | 1 | 8 | 4 | -10 | 0.3
Cc1ccc(-n2ncc3c2CCCC3NC(=O)CSc2ccccn2)cc1C (stereo not given) | -9 | -1 | -9 | 10 | 4 | -3 | -5 | 3 | 2.2
CCCOc1ccc(/C(O)=C2/C(=O)C(=O)N(CCCn3ccnc3)C2c2ccc(C)o2)cc1 (stereo not given) | -20 | -5 | -5 | -11 | 1 | 14 | -5 | -15 | -0.2

Continued; it opens with the two that closed the last part.
Compound | CHO parental Ca | CHRM1 agonist | OXTR potentiator | M4 antag | CHRM4 agonist | CHRM1 PAM | CHO-K1 Ca antag | M1 antag | M1 ag parental
Cc1ccc(-n2ncc3c2CCCC3NC(=O)CSc2ccccn2)cc1C (stereo not given) | -9 | -1 | -9 | 10 | 4 | -3 | -5 | 3 | 2.2
CCCOc1ccc(/C(O)=C2/C(=O)C(=O)N(CCCn3ccnc3)C2c2ccc(C)o2)cc1 (stereo not given) | -20 | -5 | -5 | -11 | 1 | 14 | -5 | -15 | -0.2
COc1cc(/C=C(\C#N)c2ccccn2)ccc1OCc1ccccc1 | 12 | -9 | -5 | 3 | 7 | -1 | 4 | 8 | 3.8
COc1ccc(NC(=O)c2cccc(S(=O)(=O)N3CCN(c4ccccc4)CC3)c2)c(OC)c1 | -8 | -5 | -9 | 1 | 1 | -1 | -5 | 7 | 0.5
COc1ccc(-n2c(C)c(C(C)=O)c(C(C)=O)c2C)cc1 | 0 | 2 | -2 | -1 | 2 | 3 | -11 | -14 | 1.6
O=C(Cc1ccccc1)N[C@@H](Cc1ccccc1)C(=O)O | -10 | -1 | -1 | -9 | 3 | 15 | -13 | -9 | 1.4
S=c1[nH]nc(CCSCc2ccccc2)n1-c1ccccc1 | 10 | 2 | 6 | 1 | 3 | 5 | -11 | -7 | 2.6
NNc1nc2ccc(Cl)cc2s1 | -16 | -5 | -6 | -3 | 4 | 4 | -8 | -8 | 1.3
O=Cc1cn(CC(=O)Nc2ccc(F)cc2)c2ccccc12 | 1 | -1 | -14 | 4 | 13 | -7 | 1 | 5 | 6.1
c1ccc2c(c1)Sc1ccccc1-n1cnnc1-2 | -3 | -5 | -1 | 11 | 0 | 1 | -4 | -2 | 0.1
COc1ccc(S(=O)(=O)N2CCOCC2)cc1NC(=O)CSc1nnc(C2CC2)n1C1CC1 | -21 | -4 | 1 | -3 | 2 | 8 | -17 | 0 | 0.2
CC1(C(=O)NCCC(F)(F)F)Cc2c(-c3cccc(C(N)=O)c3)ccnc2O1 (stereo not given) | . | -3 | . | -5 | 1 | 5 | 5 | -7 | 1.3
COc1ccccc1CNC(=O)Cc1ccc(C)cc1 | -4 | -8 | -7 | -4 | 0 | 8 | -1 | -3 | -0.1
COc1ccc(-c2csc(-c3ccccc3)n2)c(OC)c1 | -13 | -1 | -18 | 2 | -1 | 2 | 2 | -1 | -0.8

An excerpt from above in order of the CHRM4 agonist value, rising:
| SMILES | CHRM1 agonist | M4 antag | CHRM4 agonist | CHRM1 PAM | M1 antag |
| --- | --- | --- | --- | --- | --- |
| c1ccc2c(c1)Sc1ccccc1-n1cnnc1-2 | -5 | 11 | 0 | 1 | -2 |
| COc1ccc(-n2c(C)c(C(C)=O)c(C(C)=O)c2C)cc1 | 2 | -1 | 2 | 3 | -14 |
| S=c1[nH]nc(CCSCc2ccccc2)n1-c1ccccc1 | 2 | 1 | 3 | 5 | -7 |

Continuation:
Compound | CHO parental Ca | CHRM1 agonist | OXTR potentiator | M4 antag | CHRM4 agonist | CHRM1 PAM | CHO-K1 Ca antag | M1 antag | M1 ag parental
NNC(=O)c1nc[nH]c1C(=O)Nc1ccccn1 | -7 | 2 | -4 | -2 | 2 | 13 | -11 | -5 | 0.9
Cn1c(N)c(C(=O)COC(=O)CCc2nc3ccccc3s2)c(=O)n(C)c1=O | -3 | -4 | -8 | -4 | 2 | 1 | 0 | 0 | 1.1
COc1ccc(-c2nn(-c3ccccc3)cc2N)cc1 | -5 | -8 | -24 | -11 | 2 | 6 | -15 | -6 | -0.2
Clc1ccc(OCCCCCN2CCCC2)c(Br)c1 | -12 | -10 | 0 | 12 | 7 | -25 | -14 | 20 | 3.9
CCCCNC(=O)c1c(CSc2ccc(Cl)cc2)noc1C(=O)NCc1ccccc1 | -13 | -3 | -13 | -9 | 0 | 1 | -12 | 9 | 0.5
COc1ccc(C(=O)/C=C/c2ccc(N3CCCCC3)c([N+](=O)[O-])c2)cc1 | -22 | -6 | -6 | 2 | 0 | -5 | 3 | -3 | -0.6
CCOC(=O)c1cccc(NC(=O)Nc2ccc3c(c2)C(=O)OC3)c1 | -6 | 0 | 2 | -7 | 1 | 14 | -7 | -13 | 13
CCC(CO)Oc1cc(NC(=O)c2ccccc2Cl)c2ncn(C(C)C)c2c1 (stereo not given) | -15 | -11 | -7 | 7 | 8 | -1 | 4 | 7 | 0.3
Oc1ccccc1C=NN=CC=Cc1ccccc1 | . | 0 | . | -13 | 8 | 8 | -16 | -21 | 1.0
O=[N+]([O-])c1cccc(OCC(O)CN2CCN(S(=O)(=O)c3cc(Cl)ccc3Cl)CC2)c1 (stereo not given) | 27 | -4 | -9 | 6 | 13 | -6 | -7 | 2 | 8.5
COc1ccc(NC(=O)C2CSC(C)(C)N2C=O)cc1 (stereo not given) | 0 | -5 | -7 | 10 | 0 | 7 | -4 | -3 | 0.3
